DUSP3 inh = VHR1 phosphatase inhibitors, primary screen, biochemical, absorbance, uHTS; AID 1654, 2009; 290,000 compounds, 0.52% hits; inhibition, % at 13.3 µM; recombinant VHR phosphatase, pNPP absorbance; Dual specificity protein phosphatase 3 (Homo sapiens), P51452; in the data active = inhibition above about 50%; also: some compounds called inactive have numbers as strong as hits
Target sequence (P51452 whole entry, looked up): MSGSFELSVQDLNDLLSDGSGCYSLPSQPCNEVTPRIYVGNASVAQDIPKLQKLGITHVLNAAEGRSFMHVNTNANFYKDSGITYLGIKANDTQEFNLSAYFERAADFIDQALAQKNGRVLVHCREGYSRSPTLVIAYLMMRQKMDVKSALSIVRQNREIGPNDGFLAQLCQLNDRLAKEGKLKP
CCHFV vOTU inh = CCHFV vOTU protease inhibitors, primary screen, biochemical, Pep-AMC substrate, fluorescence. inhibition, % at 11.5 µM. Crimean-Congo hemorrhagic fever virus L polyprotein viral ovarian tumor (vOTU) protease …. 370,000 compounds, 0.55% hits. AID 651958, 2012; in the data active = inhibition above about 30%; also: 0% = vehicle wells with enzyme and 100% = no enzyme wells
SARS 3CLpro inh = SARS-CoV 3CLpro protease inhibitors, primary screen, biochemical, quenched FRET; Replicase polyprotein 1ab (Severe acute respiratory syndrome coronavirus), P0C6X7; recombinant SARS-CoV 3CLpro, quenched FRET peptide cleavage; inhibition, % at 6 µM; 290,000 compounds, 0.14% hits; in the data active = inhibition above about 12%
BoNT A protease = BoNT/A light chain protease inhibitors, primary screen, biochemical, flow cytometry, MLPCN library; Botulinum neurotoxin type A light chain protease (Clostridium botulinum A str. ATCC 3502); multiplex microsphere protease substrate cleavage; inhibition, % at 10 µM; 360,000 compounds, 0.17% hits; AID 588499, 2011; also: plate controls were buffer without enzyme for full effect and enzyme alone for no effect
Y pestis TopoI = Yersinia pestis topoisomerase I inhibitors, primary screen, biochemical, cleavage product accumulation, plate reader, single point; DNA topoisomerase I (Yersinia pestis CO92); Y. pestis Topo-I cleavage product accumulation; activity, % at 10 µM; 360,000 compounds, 0.064% hits; AID 504884, 2011; in the data active = activity above about 50%, passing the limit was not always enough; inconclusive = no clear call, values can overlap the other calls; also: inactives centre near 2
BH1578 lux ind = inducers of Vibrio cholerae quorum light production without autoinducers, primary screen, BH1578 luxS cqsA deficient, single point; activation, % at 18.7 µM; V. cholerae BH1578 lux reporter, luminescence, 6 h; 350,000 compounds, 0.16% hits; in the data active = activation mostly above about 9.7%, no sharp cut-off; inconclusive = no clear call, values can overlap the other calls; inactive = mostly below about 3.7%; also: not every result past the cut was called active; inactives centre near 0; reference of the scale not given here
TcdB GH inh = TcdB glycohydrolase inhibitors, primary screen, biochemical, single point, plate reader; TcdB glycohydrolase enzymatic assay; inhibition, % at 9.99 µM; 350,000 compounds, 0.24% hits; in the data active = inhibition above about 10%
PriA SSB inh = inhibitors of Klebsiella pneumoniae PriA binding to SSB C-terminal tail, primary screen, biochemical, AlphaScreen. PriA–SSB C-terminal tail interaction (Klebsiella pneumoniae). AlphaScreen SSBct-PriA binding, biotinylated peptide. inhibition, % at 33 µM. 430,000 compounds, 0.6% hits; in the data active = inhibition mostly above about 37%, no sharp cut-off; inactive = mostly below about 20%;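 also: plate controls were negative control peptide for no effect and reference peptide for full effect; strong numbers were not always called active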
Anthrax LF inh2 = Bacillus anthracis LF protease inhibitors, primary screen, biochemical, multiplex microsphere, MLPCN library. 360,000 compounds, 0.12% hits. Lethal factor (Bacillus anthracis), P15917. inhibition, % at 10 µM. multiplex microsphere protease cleavage assay. AID 588501, 2011; also: plate controls were buffer without enzyme for full effect and enzyme alone for no effect
Target sequence (P15917 whole entry, looked up): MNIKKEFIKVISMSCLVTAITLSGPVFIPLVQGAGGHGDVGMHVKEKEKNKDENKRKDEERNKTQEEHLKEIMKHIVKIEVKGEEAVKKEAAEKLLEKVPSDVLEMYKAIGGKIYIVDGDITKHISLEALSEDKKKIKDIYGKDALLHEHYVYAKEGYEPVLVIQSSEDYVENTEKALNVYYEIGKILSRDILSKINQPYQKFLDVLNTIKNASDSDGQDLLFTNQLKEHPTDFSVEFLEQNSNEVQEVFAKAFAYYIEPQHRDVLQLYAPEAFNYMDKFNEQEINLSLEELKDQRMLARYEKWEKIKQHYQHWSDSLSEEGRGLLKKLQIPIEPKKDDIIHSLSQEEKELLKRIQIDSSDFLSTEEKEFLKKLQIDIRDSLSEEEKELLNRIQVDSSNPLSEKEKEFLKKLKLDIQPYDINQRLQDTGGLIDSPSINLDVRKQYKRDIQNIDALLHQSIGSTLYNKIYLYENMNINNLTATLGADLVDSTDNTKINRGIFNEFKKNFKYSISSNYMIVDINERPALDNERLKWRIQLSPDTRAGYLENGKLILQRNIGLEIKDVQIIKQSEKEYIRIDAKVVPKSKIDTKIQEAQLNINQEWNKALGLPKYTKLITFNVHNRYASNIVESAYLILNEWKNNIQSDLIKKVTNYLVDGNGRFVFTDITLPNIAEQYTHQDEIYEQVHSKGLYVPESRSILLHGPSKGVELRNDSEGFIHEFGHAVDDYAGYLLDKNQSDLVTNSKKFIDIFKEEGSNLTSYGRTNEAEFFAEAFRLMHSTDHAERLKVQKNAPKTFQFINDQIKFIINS
PfHsp40 rescue = rescue of yeast from PfHsp40 toxicity, primary screen, S. cerevisiae, ATP luminescence; S. cerevisiae expressing PfHsp40, growth rescue; growth rescue, % at 12.5 µM; 340,000 compounds, 0.68% hits; in the data active = growth rescue above about 28%, passing the limit was not always enough; inconclusive = no clear call, values can overlap the other calls;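 also: yeast W303a lacking pdr1 and pdr3 grown in galactose medium; growth measured after three days at 30 °C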
The depositor's hits bear a star; i = inactive; ? = inconclusive; nt = not tested or not shown; & = joins results of further samples. Rule as the data show it, unless noted: active = inhibition above about 30%; inconclusive = no clear call, values can overlap the other calls; inactive = below that. A portion of the library; rates above refer to the full screens.

Every second line gives: DUSP3 inh	CCHFV vOTU inh	SARS 3CLpro inh	BoNT A protease	Y pestis TopoI	BH1578 lux ind	TcdB GH inh	PriA SSB inh	Anthrax LF inh2	PfHsp40 rescue
> CCC(CC)C(=O)N(C)c1c(C)nc2c(OCc3ccc(Cl)cc3Cl)cccn12
→ nt	29	nt	-0.4	-6	0.9	-9.3	nt	-4	nt
> CCc1ccccc1NS(=O)(=O)c1cccc2nsnc12
→ 21	9	-1	-0.6	10	i	4.5	2	-3	-0.9
> Cc1ccc(C(=O)NC2CCCC2)cc1S(=O)(=O)N1CCCCC1
→ 2	5	3	-1.1	4	-0.2	0.3	6	-2	-0.7
> CCOC1C(=O)NC(=O)N1Cc1ccccc1 (stereo unspecified)
→ 20	0	-1	-2.5	1	i	0.9	8	14	0.3
> Cc1ccc(C(=O)N2CCN(c3ccccc3)CC2)cc1NC(=O)c1ccco1
→ 30	-8	7	2.5	7	i	-1.1	-5	4	0.1
> COc1ccc(CCNC(=O)COc2ccc3c(C)cc(=O)oc3c2)cc1
→ nt	-2	nt	0.4	2	i	-1.3	-14	-4	-0.5
> COc1ccc2c(CC(=O)Nc3nc(C)cs3)coc2c1
→ 24	3	-2	-0.5	-3	-1.6	2.1	3	2	-0.8
> C[N+]1(CCC(=O)c2ccccc2)CCCCC1
→ -8	12	7	-0.3	5	i	nt	0	1	-1.6
> O=C(O)COc1ccccc1/C=N/NC(=O)CNC(=O)c1ccco1
→ -23	10	9	-2.0	-11	-8.5	0.5	nt	-2	-0.4
> O=C(NCC1CCCO1)C(c1ccncc1)N(Cc1cccs1)C(=O)Cn1nnc(-c2ccc(F)cc2)n1 (stereo unspecified)
→ 22	5	3	-2.8	24	-0.8	1.0	-5	-5	0.2
> COc1cc(C(C(=O)Nc2c(C)cccc2C)N(C)C(=O)c2ccc(-n3cnnn3)cc2)ccc1O (stereo unspecified)
→ 25	-7	-5	0.2	-3	0.6	0.3	-2	-3	-1.2
> CCOP(=O)(OCC)/C(=N/OC(=O)c1ccc(OC)cc1)C(N)=O
→ 16	6	1	1.0	2	-0.6	0.4	nt	14	-2.1
> CN1CCN(C(=O)c2cn(-c3ccccc3)nc2-c2cccs2)CC1
→ 17	6	3	0.1	1	i	0.0	-4	-3	2.5
> CC(C)C[C@@H](CN1C(=O)C(=O)NC[C@@H]1CC(C)C)NC(=O)Cc1ccccc1
→ nt	13	nt	0.1	3	-0.3	1.4	-13	2	0.4
> COc1ccc(S(=O)(=O)N2Cc3ccccc3CC2C(=O)Nc2ccc3c(c2)OCO3)cc1 (stereo unspecified)
→ -21	15	0	-0.4	16	-0.3	nt	12	-3	1.9
> Fc1ccc(CCN2CCN=C2Nc2ccccc2)cc1
→ nt	0	nt	0.1	-6	-0.9	-0.5	-7	-4	-1.2
> CC(c1ccccc1)n1cnc2ccccc2c1=O (stereo unspecified)
→ 8	-8	6	-8.2	5	-0.3	1.9	-2	-5	0.1
> COc1ccc(C(C)(C)C)cc1NC(=O)CCCN1C(=O)CN(C)C1=O
→ nt	17	nt	4.0	14	i	2.6	5	4	0.0
> COc1ccc(C(=O)Nc2ccc(S(=O)(=O)Nc3cc(C)nc(C)n3)cc2)cc1
→ 23	-4	-1	-1.1	-4	-2.3	0.8	-2	-2	-0.2
> CCS(=O)(=O)NCCc1csc(C)n1
→ 15	-5	-2	-0.1	1	nt	nt	1&-3	-3	-2.0
> Cc1cc(NC(=O)COC(=O)c2c(C)nn(-c3ccccc3)c2C)no1
→ -2	-16	5	0.0	3	-0.2	nt	-4	-1	0.2
> COC(=O)c1ccc(C(=O)OC)c(NC(=O)C2CC2)c1
→ -4	-15	4	-0.3	-7	-0.1	0.9	-12	-2	0.2
> CCCc1cc(C(=O)N/N=C/c2ccc(C)o2)c2ccccc2n1
→ 21	19	1	0.2	-5	i	nt	nt	-2	-1.5
> O=C(N/N=C1/CCCc2ccccc21)C(c1ccccc1)c1ccccc1
→ 15	-5	3	1.1	7	i	nt	nt	-2	-0.7
> O=C(NCCCN1CCOCC1)c1cc(Cl)ccc1[N+](=O)[O-]
→ -1	2	-4	-0.7	-4	-0.3	1.8	-14	-3	-0.4
> CCC(C)NC(=O)Nc1ccccc1C (stereo unspecified)
→ 52*	7	4	nt	-1	i	nt	-1	nt	0.3
> N=c1c(S(=O)(=O)c2ccc(Cl)cc2)cc2c(=O)n3ccccc3nc2n1CCN1CCOCC1
→ 6	-158	2	4.6	3	i	nt	-6	6	0.2
> CC(CNS(=O)(=O)c1ccc2c(c1)CC(=O)N2C)c1ccccc1 (stereo unspecified)
→ -17	0	7	-1.0	9	-0.2	0.1	-15	-1	-0.5
> Cc1ccc(C(=O)NC2CCN(S(=O)(=O)c3ccccc3F)CC2)cc1
→ 2	-11	2	3.1	0	3.1	-0.3	-8	-12	0.0
> O=c1cc2[nH]c3ccccc3c(=O)n2nc1-c1ccccc1
→ -4	-1	4	0.2	-4	i	nt	-3	-3	0.8
> COc1ccccc1OCCn1cc(/C=N/NC(N)=S)c2ccccc21
→ 3	11	10	-1.1	-3	-0.6	1.9	nt	-1	0.2
> COc1ccc(C(=O)NCC(=O)NC2=NCCS2)cc1
→ 11	2	0	-0.6	1	0.0	0.9	1	-2	-0.9
> COc1cccc(-c2nnc3n2N=C(c2cccc(Br)c2)CS3)c1
→ 3	-8	-8	?	8	1.4	nt	0	0	-1.0
> COc1cc(NC(=O)COC(C)=O)c(C)cc1[N+](=O)[O-]
→ 6	-11	-3	0.2	-8	i	0.7	-7	-2	-1.6
> CCC(=O)Nc1ccc(NC(=O)CSc2nnnn2Cc2ccccc2)cc1C
→ 16	5	1	0.7	5	-0.2	0.1	-10	-3	0.6
> CCC1Sc2ccc(S(=O)(=O)Nc3cc(OC)cc(OC)c3)cc2NC1=O (stereo unspecified)
→ 27	12	9	6.3	10	-4.6	2.6	-8	11	1.9
> COc1ccc(Cl)cc1S(=O)(=O)N1CCN(CC(=O)C(C)(C)C)CC1
→ -1	2	-3	-0.2	-9	3.4	nt	-3	-2	0.9
> COCCCNC(=O)C(CC(N)=O)NC(=O)OCc1ccccc1 (stereo unspecified)
→ -13	-1	-3	0.1	2	i	0.6	-15	-2	-0.7
> CCOC(=O)C1=C(C)NC(C)=C(C(=O)OCC)C1C(=O)OCC(=O)NCc1ccco1
→ nt	-2	nt	1.3	16	-0.4	0.6	-4	-5	-0.5
> CCN(CC)CCNC(=O)c1cn(-c2ccccc2)nc1-c1cccs1
→ 28	-7	-1	0.3	-10	-1.7	nt	0	-13	-0.9
> CCCN(C(=O)COC(=O)CNS(=O)(=O)c1ccc(NC(C)=O)cc1)C1CCS(=O)(=O)C1 (stereo unspecified)
→ nt	-1	nt	-0.4	-3	-3.2	1.5	-13	-5	-1.4
> CCOC(=O)C1(Cc2ccc(OC)cc2)CCN(C(=O)c2cncs2)CC1
→ 8	6	1	0.9	-2	-0.5	0.5	-1	0	0.5
> CSc1nc(N)c2c3c(sc2n1)COC(C(C)C)C3 (stereo unspecified)
→ 6	-9	2	-0.7	1	-0.2	nt	-3	3	-1.1
> CCOC(=O)c1ccc2ncc(C(=O)OCC)c(NCCCN3CCOCC3)c2c1
→ 15	15	-3	-0.2	8	i	nt	-2	-2	-0.9
> CCOc1ccccc1Nc1cc2n(c(=O)n1)CCc1cc(OC)c(OC)cc1-2
→ nt	17	-3	-0.2	14	-0.5	-4.1	-11	-18	-0.4
> Cc1ccc(Cn2nnc3c(=O)n(CC(=O)NCC4CCCO4)cnc32)cc1 (stereo unspecified)
→ 11	8	2	-0.3	4	1.5	-9.5	-7	-3	0.4
> CCCN1CCN(CCCNC(=O)Cn2nc(-c3ccccc3)ccc2=O)CC1
→ 10	16	4	0.1	0	-0.5	nt	-9	2	-0.9
> COc1ccc(OCCSc2nc3ccccc3c(=O)[nH]2)cc1
→ 22	1	0	-1.1	-2	-0.1	nt	-1	-5	0.7
> O=C1C=CC(=O)N1c1ccccn1
→ nt	4	nt	-0.6	-8	i	0.4	-4	-7	-2.4
> CCN(CC)c1cc2nonc2c2nonc12
→ 20	0	6	1.0	0	-1.8	nt	-23	-4	-0.1
> CC(OC(=O)Cc1ccccc1[N+](=O)[O-])C(=O)Nc1ccc(Cl)cn1 (stereo unspecified)
→ nt	-3	nt	2.0	-1	i	0.2	0	-2	1.1
> O=C(Nc1nc(-c2cccs2)cs1)c1ccc([N+](=O)[O-])o1
→ nt	16	nt	0.5	-11	0.4	-0.8	-1	2	2.9
> Cc1ccc(CN2CCSc3ccc(C(=O)N4CCC5(CC4)OCCO5)cc32)cc1
→ 9	-13	0	0.1	32	i	1.5	37	-4	-1.0
> CCSC1=N/C(=C\C=C2/Oc3ccccc3N2CC)C(=O)S1
→ 1	-4	0	0.5	1	-0.3	2.7	31	-14	0.1
> Cc1ccc([C@H]2C[C@@H](O)[C@H](n3cc(C4CC4)nn3)CN2C(=O)c2cccs2)cc1
→ nt	-1	nt	0.1	1	-0.4	0.2	nt	0	nt
> O=C(O)c1cccc(NS(=O)(=O)c2ccc(Cl)c(C(=O)Nc3cccc([N+](=O)[O-])c3)c2)c1
→ nt	8	nt	nt	2	-0.4	-0.4	-2	nt	-0.2
> CCOC(=O)/C(=N\Nc1ccc(Cl)cc1)Sc1nnc(-c2ccc(OC)cc2)n1C
→ 13	-9	0	0.7	2	-0.8	nt	nt	1	8.4
> Clc1ccccc1OCCCCN1CCCCC1
→ 22	-7	1	-0.7	2	i	0.3	-10	-2	0.3
> CC(=C1C(=O)c2ccccc2C1=O)N1CCN(Cc2ccccc2)CC1
→ -8	6	-4	0.2	-6	i	0.6	3	1	-0.5
> COc1ccc(N2CCN(C(=O)C3CCN(C(=O)c4cccc(Cl)c4)CC3)CC2)cc1
→ 26	-14	-1	-1.7	-3	i	2.9	-10	-3	-0.3

Later entries:
Every second line gives: DUSP3 inh	CCHFV vOTU inh	SARS 3CLpro inh	BoNT A protease	Y pestis TopoI	BH1578 lux ind	TcdB GH inh	PriA SSB inh	Anthrax LF inh2	PfHsp40 rescue
> Cc1nc(NNC(=O)c2ccc(Cl)cc2Cl)cc(-c2ccccc2)n1
→ 23	8	0	-0.4	-4	-1.0	nt	-13	5	-0.3
> O=C(N/N=C/C=C/c1ccccc1[N+](=O)[O-])c1cccnc1
→ 10	2	0	-0.1	-3	-0.2	2.1	nt	2	1.2
> Cc1ccc(CCNC(=O)CN2C(=O)COc3ccc(S(=O)(=O)N4CCOCC4)cc32)cc1
→ 6	-2	1	-2.9	4	-0.3	1.2	10	-2	-0.4
> COc1cccc(/C=C2\SC(=S)N(CCCC(=O)N(CCO)c3ccccc3)C2=O)c1
→ 19	26	4	1.4	30	i	0.3	21	-1	0.7
> CCCOc1ccc(/C=N/NC(=O)C(=O)Nc2ccccn2)cc1
→ -5	6	-1	-0.6	5	0.3	nt	nt	0	-0.8
> Cc1ccc(NS(=O)(=O)c2ccc(NC(=O)c3ccccc3C(=O)O)cc2)cc1C
→ nt	-12	nt	-0.4	4	0.6	0.7	-11	2	nt
